# Assay outcomes from PubChem.
# esBAF inh: inhibitors of esBAF chromatin remodeling in mouse ES cells; Bmi1-luciferase knock-in reporter, 24 h; 100% = twice the neutral-well signal; reporter increase, % at 12.5 µM; 350,000 tested, 2% active; in the data active means activation above about 40%;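 further: 0% = median of the plate's neutral control wells and 100% = double that signal; a rise in the Bmi1 reporter signal indicates esBAF inhibition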
# RAD54 branch: inhibitors of human RAD54 branch migration; 360,000 tested, 0.14% active; RAD54 Holliday junction branch migration, FAM/BHQ fluorescence; AID 602329; Q92698; inhibition, % at 10.4 µM;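 active means mean normalized replicate activity at least 40 and at least half of replicates scoring 40 or more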;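 further: 0% = median of neutral control wells and 100% = median of positive control wells; inhibitors cause a drop in the FAM fluorescence signal; in these data hits start at about 50%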
# Target sequence (Q92698 whole entry, looked up): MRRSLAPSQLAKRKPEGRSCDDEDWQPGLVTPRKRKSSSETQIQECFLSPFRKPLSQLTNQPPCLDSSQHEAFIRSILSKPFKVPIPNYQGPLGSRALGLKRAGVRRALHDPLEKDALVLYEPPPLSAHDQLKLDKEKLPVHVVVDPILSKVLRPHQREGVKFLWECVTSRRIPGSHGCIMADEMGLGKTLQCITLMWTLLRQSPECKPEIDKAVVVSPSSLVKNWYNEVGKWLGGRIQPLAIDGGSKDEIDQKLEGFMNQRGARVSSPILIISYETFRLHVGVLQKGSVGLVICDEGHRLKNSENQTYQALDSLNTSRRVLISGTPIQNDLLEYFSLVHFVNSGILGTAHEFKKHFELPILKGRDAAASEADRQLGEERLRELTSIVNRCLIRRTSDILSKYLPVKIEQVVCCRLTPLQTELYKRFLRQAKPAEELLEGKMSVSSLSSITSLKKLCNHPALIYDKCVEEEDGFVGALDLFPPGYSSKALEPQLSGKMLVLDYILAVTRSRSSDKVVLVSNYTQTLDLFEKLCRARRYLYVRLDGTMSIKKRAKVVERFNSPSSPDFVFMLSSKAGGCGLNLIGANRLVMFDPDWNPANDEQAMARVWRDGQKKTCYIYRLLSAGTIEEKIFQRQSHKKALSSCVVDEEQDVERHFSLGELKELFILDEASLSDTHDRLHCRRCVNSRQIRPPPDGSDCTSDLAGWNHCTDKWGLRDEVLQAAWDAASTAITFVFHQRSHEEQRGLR
# An asterisk follows results filed as active.
structure,RAD54 branch,esBAF inh
COc1ccc(CC(=O)NNC(=S)Nc2ccc(Br)cc2)cc1,4.7,-4.8
COc1ccc(/C=N\N=C2/SC(CC(=O)O)C(=O)N2c2ccc(O)cc2)cc1 (centres undefined),-1.0,0.4
CCN(CC)CCn1c(NCc2cc(OC)ccc2OC)nc2ccccc21,-5.0,-4.0
Cc1ccc2c(CN3CCN(CCO)CC3)cc(=O)oc2c1C,13.1,1.8
Cc1ccc(NC(=O)Cc2ncc(C(F)(F)F)cc2Cl)cc1Cl,-1.4,-3.9
CCOC(=O)/C=C1\SCC(=O)N1CC(=O)NC12CC3CC(CC(C3)C1)C2,-5.0,-2.0
Cc1cc(C(=O)Nc2cccc(O)c2)c(C)o1,8.1,36.8
COc1ccc(NC(=O)Nc2ccc(C(=O)N3CCOCC3)cc2)cc1,-5.6,-2.0
COc1ccc(C)cc1N(C(=O)CNC(=O)c1ccco1)C(C(=O)NC1CCCC1)c1cccnc1 (centres undefined),-6.6,-4.0
COc1cc(CNn2cnnc2)ccc1OCC(=O)NC(C)(C)C,9.2,2.4
CCOC(=O)c1ccccc1NC(=O)c1cccc(F)c1,-1.3,-13.0
CC(Sc1nc(N(C)C)nc(N2CCOCC2)n1)C(=O)Nc1ccccc1 (centres undefined),-4.5,-4.3
COc1cccc(OCCn2cc(C(=O)c3ccco3)c3ccccc32)c1,0.3,-1.2
CC(C(=O)Nc1nc2ccccc2[nH]1)N1C(=O)C2CC=CCC2C1=O (centres undefined),6.8,-5.4
Cc1cccc(Nc2nc(-c3ccc4c(c3)OCCO4)cs2)c1,1.0,20.4
Cc1ccc(-c2csc3ncnc(SCC(=O)NCc4ccc5c(c4)OCO5)c23)cc1,-6.3,-7.4
COC(=O)c1cc(C)sc1NC(=O)c1cccnc1,-8.8,-7.0
CC(=O)Oc1cc2c(cc1Cl)C1(CC(c3ccccc3Cl)O2)CC(C)(C)NC(=S)N1 (centres undefined),-17.7,4.4
N#C/C(=C(/O)COC(=O)Cc1c[nH]c2ccccc12)c1nc2ccccc2[nH]1,8.6,10.3
O=C(NCC1CCCO1)/C(=C\c1ccco1)NC(=O)c1ccccc1 (centres undefined),-16.8,7.6

# The final 3 records of the section above open the next one.
structure,RAD54 branch,esBAF inh
CC(=O)Oc1cc2c(cc1Cl)C1(CC(c3ccccc3Cl)O2)CC(C)(C)NC(=S)N1 (centres undefined),-17.7,4.4
N#C/C(=C(/O)COC(=O)Cc1c[nH]c2ccccc12)c1nc2ccccc2[nH]1,8.6,10.3
O=C(NCC1CCCO1)/C(=C\c1ccco1)NC(=O)c1ccccc1 (centres undefined),-16.8,7.6
CC(C)NC(=O)NC(=O)COc1ncnc2sccc12,0.7,-3.6
Fc1ccc2nc(N3CCCCC3)sc2c1,4.1,45.1*
COc1ccc(CNC(=O)COc2ccc(S(=O)(=O)NC(C)C)cc2)cc1,8.4,4.9
CCCCC(=O)Nc1ccc(C(=O)NCCCn2ccnc2)cc1,-7.6,-3.4
CCCCC(=O)Nc1ccc(N2CCCC2)cc1,-0.5,3.4
O=C(NCC1CCCO1)Nc1ccc(Cl)cc1 (centres undefined),-8.3,45.4*
Cc1cnc(C(=O)Nc2ccc(N3CCOCC3)cc2)cn1,1.9,30.3
Cc1nn(Cc2ccccc2)c(N)c1C#N,3.5,-2.7
O=C(c1ccco1)N1CCN(C(=O)C(Sc2ccccc2)c2ccccc2)CC1 (centres undefined),-18.5,1.9
CCOC(=O)C1CCCN(S(=O)(=O)c2ccc3ccccc3c2)C1 (centres undefined),4.4,-0.5
Cc1ccc(S(=O)(=O)N/N=C/c2cnn(C)c2C)cc1,0.1,-7.2
O=C(CSc1nnc(-c2cccnc2)n1Cc1ccco1)c1ccc(Cl)cc1,7.9,-3.4
O=C(NCCN1CCCCC1)/C(=N\O)c1ccccc1,1.6,-4.4
O=C(OCC(=O)N1CCN(C(=O)c2ccco2)CC1)c1sc2cc(F)ccc2c1Cl,1.3,-6.7
Cc1cccc(-c2cc3nc(-c4ccccc4)cc(N4CCC5(CC4)OCCO5)n3n2)c1,2.0,6.6
O=C1N=C(N2CCCCC2)SC1=C1CCCC1,-8.3,31.7
Cc1cc(NS(=O)(=O)c2ccc(CC(C)C)cc2)no1,-9.2,-0.5
CCCCCOc1ccc(N2C(=O)C3C4C=CC(C3C2=O)N(C)C4=O)cc1 (centres undefined),-14.9,0.5
Cc1c(CCC(=O)O)c(=O)n2c([nH]c3ccccc32)c1C#N,10.2,-7.6
COc1cc(NS(=O)(=O)c2ccc(F)cc2)c(C(=O)O)cc1OC,-2.2,-2.7
COc1ccc(C)cc1S(=O)(=O)N(C)CC(=O)Nc1ccccc1,-0.4,-0.3
COc1ccc([C@@H]2[C@H]3CN(C(C)=O)CC=C3C(C#N)=C(N)C2(C#N)C#N)c2ccccc12,-5.8,-6.4
Cn1c(Cn2cnc3ccccc32)nnc1SCc1ccccc1,1.2,-4.8
Cc1ccccc1CNC(=O)c1ccccc1C,-7.4,-1.2
Cc1nnc(Sc2c(N)n(C)c(=O)n(C)c2=O)s1,-2.1,-6.2
O=c1c2ccccc2sn1-c1ccc(S(=O)(=O)N2CCCCC2)cc1,11.8,-3.8
CCOc1ccc(NC(=O)C2CCN(S(=O)(=O)c3c(C)n[nH]c3C)CC2)cc1,-3.9,-10.9
CSc1nsc(SCC(=O)Nc2c(C)n(C)n(-c3ccccc3)c2=O)n1,-12.3,-1.9
Cc1ccccc1CCNC(=O)C1CCN(S(=O)(=O)c2ccc(-n3cnnn3)cc2)CC1,3.3,22.2
CC(C)CC(C(=O)Oc1ccc2c3c(c(=O)oc2c1)CCC3)N1C(=O)c2ccccc2C1=O (centres undefined),-10.9,-5.8
Cc1ccc(NC(=O)CSc2nnc(CNC(=O)c3c(F)cccc3Cl)o2)cc1,1.8,-0.6
CCOC(=O)C(Cc1c(F)cccc1F)(NC(C)=O)C(=O)OCC,-2.4,-3.0
Cc1cccc(-n2c(=O)c3c(n4cnnc24)-c2ccccc2CC32CCCCC2)c1,12.1,-9.8
O=C(Nc1ccc(S(=O)(=O)N2CCCC2)cc1)c1cccnc1,5.6,-3.4
C=CCNCC#CCOc1ccc(OC)cc1,-1.6,-1.2
CC1SC(=NC(=O)c2ccco2)NC1=O (centres undefined),1.4,0.5
CC(C)Cn1c(N)c(C(=O)COC(=O)CC23CC4CC(CC(C4)C2)C3)c(=O)n(C)c1=O,-11.2,-54.7
Cc1ccc(NC(=O)CCn2cccc2)cc1,-3.7,16.9
CC1CN(C(=S)NC(=O)c2ccc([N+](=O)[O-])cc2)CC(C)O1 (centres undefined),-2.6,-2.7
CCc1c(C)[nH]c2ccc(C)cc2c1=O,5.8,28.6
CCn1c2ccccc2c2nnc(SCC(=O)Nc3cc(C)on3)nc21,-4.6,-1.8
COc1cc(OC)cc(C(=O)NCCNC(=O)c2ccco2)c1,-7.1,-6.7
COc1ccc(-n2nnnc2SCC(=O)c2ccc3c(c2)OCCO3)cc1,5.2,-12.6
Cc1cc(C(F)(F)F)nn1Cc1n[nH]c(=S)n1-c1ccc(Cl)cc1,0.8,0.1
COc1cc(CCC(=O)OCC(=O)Nc2ncc(Cl)cc2Cl)cc(OC)c1OC,-2.7,-3.3
Cc1cc(C)nc(NS(=O)(=O)c2ccc(NC(=O)c3ccco3)cc2)n1,4.9,-10.7
Cc1ccc(NC(=S)N2CCCC(c3nc4ccc(C)cc4[nH]3)C2)c(C)c1 (centres undefined),0.5,-3.0
CC1CN(C(=O)c2cccc(C(=O)N3CC(C)OC(C)C3)c2)CC(C)O1 (centres undefined),-9.6,8.2
Cc1ccc(-c2cc(-c3ccc4c(c3)OCO4)c(C#N)c(N)n2)o1,-1.8,-5.9
O=C(Nc1cccc(NC(=O)c2ccc(-c3cccc(Br)c3)o2)c1)c1ccco1,-0.3,-0.3

# The list continues:
structure,RAD54 branch,esBAF inh
Cn1c(SCC(=O)NCc2ccc3c(c2)OCO3)nnc1C1COc2ccccc2O1 (centres undefined),-0.5,2.9
CCOCCc1nnc(NC(=O)c2cccc(F)c2)s1,3.9,25.0
COc1ccc(C2NC(=S)NC(O)(C(F)(F)F)C2C(=O)c2cccs2)cc1 (centres undefined),-5.5,4.8
C=CCn1c(SCC(=O)c2c(N)n(C)c(=O)n(C)c2=O)nc2sc(C)c(C)c2c1=O,-0.9,-14.2
O=C(CCCN1C(=O)c2ccccc2C1=O)Nc1ccccc1C(=O)N1CCOCC1,-12.8,-2.7
C=CCSc1nc(C)c2cc(C)cc(C)c2n1,-4.9,0.8
O=C(CSc1nc2ccccc2c(=O)n1NC(=O)Cc1ccccc1)NCc1ccco1,-47.7,-5.9
OC1(c2ccc(F)cc2)CCN(Cc2nnnn2Cc2cccs2)CC1,-2.8,-2.6
Cc1cccc(C)c1N1CCN(S(=O)(=O)N2CCOCC2)CC1,12.7,-2.2
CCCCN(Cc1cc2cc(OC)ccc2[nH]c1=O)C(=O)c1ccco1,11.6,7.1
CC1CC(Nc2ccccc2)c2ccccc2N1C(=O)c1cccnc1 (centres undefined),-5.6,5.5
Cc1ccc(C)c(CSc2nnc(-c3ccccn3)n2N)c1,1.7,8.9
O=C(O)c1ccc(CSc2nnc(SCc3ccccc3)s2)cc1,3.0,-4.9
Cc1ccc(C(=O)OCC(=O)N2CC(=O)Nc3ccccc32)s1,-1.2,-8.0
CCn1c(Cn2nnc(-c3ccccc3)n2)nnc1SCC(=O)Nc1cccc(C)c1C,-0.7,33.9
COC(=O)c1ccc2c(=O)n(C3CCCCC3)c(SCC#N)nc2c1,-6.9,-1.0
COC(=O)c1ccc(N2CCN(C)CC2)c(NC(=O)c2ccc(-c3ccc(Cl)cc3)o2)c1,12.0,8.2
Fc1ccc(CSc2nc3ccccc3[nH]2)cc1,0.2,33.5
CCCN(CCC)CCCNC(=O)c1ccc2c(c1)N(CC)C(=O)c1ccccc1S2=O (centres undefined),0.0,-2.6
Cc1cc(Br)ccc1NC(=O)CCSc1ccccc1,-8.3,3.8

# esBAF inh: entries above that show a hit.
SMILES,esBAF inh
Fc1ccc2nc(N3CCCCC3)sc2c1,45.1*
O=C(NCC1CCCO1)Nc1ccc(Cl)cc1 (centres undefined),45.4*

# (list continues)
structure,RAD54 branch,esBAF inh
CCn1cnc2c1c(=O)n(CC(=O)Nc1cc(C)on1)c(=O)n2Cc1ccccc1,-2.6,-7.1
Cc1ccc2c(c1)nc(NCCO)n2C,4.5,5.6
COc1ccc(N2C(=O)C3CC(C)=C(C)CC3C2=O)c(OC)c1 (centres undefined),5.1,1.2
Cc1cc(C)c2c3c(cn2n1)c(=O)n(C)c(=O)n3C,-4.4,5.0
CCNC(=O)N1CCNC(=O)C1CC(=O)Nc1ccc(C(=O)OCC)cc1 (centres undefined),2.4,14.0
CCOc1nnc(C)c2c(C)n(-c3ccc(Cl)cc3)nc12,-2.1,0.4
S=c1[nH]nc(-c2ccncc2)n1CC1CCCO1 (centres undefined),-1.5,-6.0
CCCCOc1ccc(CSc2nncn2N)cc1,-5.4,18.9
Cc1[nH]c2ccccc2c1CCC(N)=O,9.2,-5.4
COc1cccc(-c2nnc3sc(-c4cccs4)nn23)c1,12.6,8.6
CCOC(=O)/C=C/S(=O)(=O)c1ccc(NC(C)=O)cc1,-5.1,-25.1
C(=N\N1CCN(C2c3ccccc3-c3ccccc32)CC1)/c1cccs1,1.7,-5.0
CC(C)c1nc2ccc(NC(=O)C34CC5CC(CC(C5)C3)C4)cc2[nH]1,-8.0,12.5
CCOc1ccc(C(=O)NC(=S)Nc2ccc(N3CCC(C)CC3)cc2)cc1[N+](=O)[O-],2.5,0.8
CCCCc1nc(NCCNC(=O)c2ccccc2)c(C#N)c2c1CSC(C)(C)C2,-18.4,12.7
CCOc1ccccc1NC(=O)NC1(C(=O)N2CCOCC2)CCCCC1,10.5,0.9
Nc1nnc(N2CCCCC2)s1,-7.6,-1.0
CCC(CC)C(=O)N1CCN(Cc2ccc3c(c2)OCO3)CC1,0.9,7.9
CN(C)/C=C1\N=C(c2cccs2)OC1=O,5.0,6.1
CC1(C)CC(=O)c2cc3c(N)c(C(=O)NCc4ccccc4)sc3nc2C1,3.8,-0.6
CCOC(=O)CCCCC(=O)c1[nH]c(=O)[nH]c1CSc1nc(C)cc(C)n1,3.9,-0.1
CCC(C)NC(=O)Nc1ccc2c(c1)N(C)C(=O)c1ccccc1S2 (centres undefined),0.4,-2.8
COc1cc2c(cc1OC)C(C(=O)N1CCN(c3ccccn3)CC1)C(c1cccs1)N(C)C2=O (centres undefined),0.2,2.2
O=C(Nc1ccccc1Cl)c1ccn[nH]1,3.2,51.9*
O=C(COC(=O)c1ccc(S(=O)(=O)Nc2ccccc2)cc1)NCc1ccco1,-9.3,-8.3
Cc1ccc(C2C3=C(NCCN=C3c3ccccc3)C(=O)N2c2ccccc2)cc1 (centres undefined),-1.7,-2.5
CCN(CC)c1ccc(NC(=O)COC(=O)c2cccs2)cc1,-6.1,-9.0
Cc1cc(OCCOCCNC(C)C)cc(C)c1Cl,3.5,-8.0
CCOC(=O)c1sc2nc3c(cc2c1N)COC(C)(CC)C3 (centres undefined),1.8,9.5

# These rows are one share of the data; rates above refer to the full screens.
